Wee1 degr inh: blocks degradation of human Wee1 kinase; reporter increase, % at 5 µM; P30291; HeLa Luc-Wee1K328M stability, luciferase luminescence; 100% = proteasome inhibitor MG132 effect; AID 1321; hit rate 1.2% among 220,000;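 active = activation above the mean of all tested compounds plus 3 SD, set per screening run, cut at about 8.8% in these data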;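 note: cells exposed to compound for 20 h before luminescence read; 0% = DMSO alone and 100% = MG132 at 30 µM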
Target sequence (P30291 whole entry K328M): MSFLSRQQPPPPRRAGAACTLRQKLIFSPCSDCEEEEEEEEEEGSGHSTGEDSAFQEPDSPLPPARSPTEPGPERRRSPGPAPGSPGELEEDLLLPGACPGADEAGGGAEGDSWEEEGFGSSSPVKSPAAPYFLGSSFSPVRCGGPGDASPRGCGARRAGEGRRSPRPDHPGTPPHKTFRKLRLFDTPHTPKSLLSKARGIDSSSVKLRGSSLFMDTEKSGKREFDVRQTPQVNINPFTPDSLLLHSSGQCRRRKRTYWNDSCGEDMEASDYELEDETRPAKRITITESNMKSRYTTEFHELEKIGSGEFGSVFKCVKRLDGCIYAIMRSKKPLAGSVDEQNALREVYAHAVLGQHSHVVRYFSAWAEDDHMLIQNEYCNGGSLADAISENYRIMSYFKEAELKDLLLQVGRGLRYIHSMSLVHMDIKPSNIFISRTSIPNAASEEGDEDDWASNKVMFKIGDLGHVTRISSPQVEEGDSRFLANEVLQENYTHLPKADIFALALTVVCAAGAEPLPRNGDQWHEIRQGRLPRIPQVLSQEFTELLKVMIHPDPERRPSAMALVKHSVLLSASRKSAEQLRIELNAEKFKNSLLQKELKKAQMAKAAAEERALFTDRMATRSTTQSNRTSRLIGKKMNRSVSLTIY
14-3-3 Bad inh: disrupts binding of bovine 14-3-3 zeta to phospho-Bad peptide; P63103; TR-FRET 14-3-3zeta/Dy647-pBad peptide displacement, 1 h; inhibition, % at 21.7 µM; hit rate 0.71% among 220,000;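 active = inhibition above about 70%, limit read from the data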;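 note: 0% = full 14-3-3 plus peptide FRET controls and 100% = background without 14-3-3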
Target sequence (P63103 whole entry, looked up): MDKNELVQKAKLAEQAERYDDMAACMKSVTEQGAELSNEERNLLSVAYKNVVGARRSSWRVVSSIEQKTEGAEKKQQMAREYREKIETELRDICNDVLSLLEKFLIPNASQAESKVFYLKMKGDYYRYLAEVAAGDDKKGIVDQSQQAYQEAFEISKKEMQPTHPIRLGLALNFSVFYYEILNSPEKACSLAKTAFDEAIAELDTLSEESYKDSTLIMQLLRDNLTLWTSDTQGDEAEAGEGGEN
p97 inhibitor: inhibitors of human p97 ATPase; P55072; recombinant p97 ATPase, Kinase-Glo ATP luminescence, 3 h; inhibition, % at 8 µM; hit rate 0.42% among 220,000; AID 1481; in the data active = inhibition above about 15%;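 note: 0% = DMSO vehicle and 100% = wells lacking enzyme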
FXIa inh: blocks human coagulation factor XIa protease activity; AID 798; P03951; purified FXIa, Boc-Glu-Ala-Arg-AMC fluorogenic substrate; inhibition, % at 5 µM; hit rate 0.14% among 220,000;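 active = inhibition of at least 40%; inactive = inhibition below 40%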;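 note: fluorescence of freed AMC excited at 355 nm; 0% = enzyme without compound and 100% = no enzyme blank; many of its hits are not listed in these tables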
eIF4E-4G inh: blocks eIF4E binding to eIF4G; inhibition, % at 21.7 µM; AID 782; hit rate 0.37% among 220,000; P63073+Q04637; TR-FRET eIF4E-eIF4GI(517-606) binding, 2 h;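 active = inhibition above about 30%, limit read from the data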;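 note: 0% = full FRET control wells and 100% = background wells lacking eIF4GI fragment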
hK5 inh: kallikrein 5 (human) inhibition; recombinant hK5, fluorogenic AMC substrate cleavage; inhibition, % at 5 µM; hit rate 0.59% among 210,000;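 active = inhibition of 40% or more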;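 note: 0% = enzyme controls without compound and 100% = no-enzyme blanks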
FXIIa inh 1536: inhibitors of human coagulation factor XIIa; purified FXIIa, Boc-QGR-AMC fluorogenic substrate, 2 h; hit rate 0.3% among 220,000; inhibition, % at 5 µM; in the data active = inhibition above about 40%;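 note: 0% = enzyme with no compound and 100% = blank without enzyme; many of its hits are not listed in these tables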
Rad51 HR inh: blocks human Rad51 in homologous recombination; hRad51 DNA strand exchange, fluorescence dequenching; inhibition, % at 10 µM; hit rate 0.085% among 200,000; AID 1385;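 active = inhibition above 40% at the single screening dose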;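 note: 0% = DMSO control wells and 100% = blanks with heterologous ssDNA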
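Test system: preformed human Rad51 ssDNA filaments; also added: Donor/quencher-labelled 47-bp dsDNA substrate; doses: 10 µM final, single point; times: 37 °C 15-min filament assembly, 30-min compound preincubation, 15-min exchange; detection: FRET fluorescence dequenching, excitation 485 nm, emission 520 nm; read-out basis: Fluorescence-based percent inhibition, control- and blank-normalised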
Mdm2 ligase inh: Mdm2 E3 ligase (human) inhibition | Q00987 | cell-based MDM2 ubiquitination luciferase reporter, 2 h; 0 = plate control, 100 = twice control, blank-subtracted | signal enhancement, % at 5 µM | hit rate 0.11% among 210,000 | AID 1230;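 active = signal enhancement of 30% or more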;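 note: luminescence tracks abundance of the self-degrading MDM2-luciferase fusion protein; higher signal means inhibition of MDM2 E3 ligase activity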
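Buffer or medium: Cells held in DMEM | Assay system: Stable mammalian line carrying autodegrading MDM2–luciferase fusion reporter | Quantity: 2000 cells/well | Times: 4 h settle plus 2 h compound, 37 °C | Doses: One concentration, 5 µM, with 0.2% DMSO | Technique: Luminescence with SteadyLite reagent, 15 min at room temperature | Benchmarks: Plate controls and plate blanks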
Starred values were filed as active, the others as inactive; · = no result given; [ ] = dose if it differs, or a comment.

Second line of a record: Wee1 degr inh, 14-3-3 Bad inh, p97 inhibitor, FXIa inh, eIF4E-4G inh, hK5 inh, FXIIa inh 1536, Rad51 HR inh, Mdm2 ligase inh
- CCOC(=O)CSc1cc(C)nc2ccc(OC)cc12
 : 4, -8, 3, -3, 1, -1, 4, 18, -11
- CC1CCCN(c2ccc(C(=O)OCC(=O)N3c4ccccc4Sc4ccccc43)cc2[N+](=O)[O-])C1 (stereo not drawn)
 : -1, -11, 0, 9, 2, -12, 3, 7, -7
- Cc1c(O)ccc(C(=O)CN2CCN(Cc3ccc4c(c3)OCO4)CC2)c1O
 : 11*, 1[fluorescence artefact?], 16*, 3, 10, -12, 4, 1, 9
- CN1Cc2cccc3c2C(Cc2ccccc2S3)C1 (stereo not drawn)
 : 4, -10, 3, 9, -2, -3, 13, ·, -13
- Cc1cccc(C(=O)Nc2ccc(NC(=O)Cc3ccc(Cl)cc3)cc2)c1
 : -2, 4[fluorescence artefact?], 4, -1, 6[fluorescence artefact?], 1, 7, 7, -4
- COc1ccc(Nc2ccc3nnc(-c4ccc(Br)cc4)n3n2)cc1
 : -2, -5[fluorescence artefact?], 3, 1, 7, -6, 20, 1, -6
- CCCCCCOc1ccc(-c2ccc(C#N)cn2)cc1
 : 0, -4, 5, -5, 3, -32, -4, -7, -1
- COc1ccc(-n2c(SC3CCOC3=O)nc3ccccc3c2=O)cc1Cl (stereo not drawn)
 : -2, 8, 0, 4, 0, 2, 9, 0, -12
- O=C(NCc1cccnc1)C1CCN(S(=O)(=O)N2CCC3(CC2)OCCO3)CC1
 : 4, -7, -2, -5, 9, 18, 9, 7, -10
- CC(=O)Nc1ccc2c(c1)nc1n2CCOC1
 : -2, 2, 1, 6, 2, -10, 13, 2, -5
- CC1(C)CC(=O)C=C(NNC(=O)c2ccccc2)C1
 : -1, -3[fluorescence artefact?], 2, -1, 9, -9, 4, 13, 9
- Cc1nc2ccc(C(=O)NCc3ccc4c(c3)OCO4)cc2s1
 : -3, 4, -3, -7, -1, -14, 5, 0, -5
- C=CCC1(CC=C)CCCN1C(=O)CC1C(=O)NCCN1Cc1ccccc1OC (stereo not drawn)
 : 0, -17, 5, -4, 4, -3, 4, -2, 5
- O=C(NNc1cccc(Cl)n1)c1c(F)cccc1F
 : -1, -5, 2, -1, 1, 5, 9, 22, -7
- CCCCCCCC(=O)N/N=C(/C)c1c(O)cc(C)oc1=O
 : 2, 22, -1, 4, -14, -7, 3, -7, -11
- COc1ccccc1CNC(=O)Cn1c(=O)oc2cc(Cl)ccc21
 : -2, 7, -3, -3, 4, -1, 5, -4, -9
- CCOc1ccc(CC(=O)Nc2cc(=O)n(C)c(=O)n2C)cc1
 : 1, -5, 4, -4, 1, -2, 2, 2, 0
- C=CCn1c(SCC(=O)Nc2cccc3ccccc23)nc(O)c(CC)c1=O
 : -1, -23[fluorescence artefact?], 6, 4, 2[fluorescence artefact?], -3, 9, -1, 0
- Cc1csc(NC(=O)c2ccc3c(=O)n4c(nc3c2)CCCCC4)n1
 : 3, 6, 9, 1, 2, -5, 1, 0, -9
- CC(C)CCNC(=O)NC(=O)COC(=O)/C=C/c1cnc2ccccc2n1
 : 3, -11, 1, -3, -6, -10, 12, ·, -1

(further entries)
Second line of a record: Wee1 degr inh, 14-3-3 Bad inh, p97 inhibitor, FXIa inh, eIF4E-4G inh, hK5 inh, FXIIa inh 1536, Rad51 HR inh, Mdm2 ligase inh
- O=C1c2ccccc2C(=O)N1Cc1nc(-c2ccncc2)no1
 : 2, -4, -5, -2, 2, -24, 12, -7, -5
- COc1ccc(-c2nnc(SC(=O)N3c4ccccc4Sc4ccccc43)o2)cc1
 : 4, -18, 5, 5, -9, 25, 26, 9, -11
- CCCCCCN1C=CC(=C2C(=O)c3ccccc3C2=O)C=C1
 : -4, 6, -7, 2, -2, 8, 12, -11, -74
- CCc1nnc(NC(=O)c2cccc(S(=O)(=O)N(C)c3ccc(OC)cc3)c2)s1
 : -3, -5, 0, 1, 0, -1, 5, 13, -7
- O=C1CCCCCC1C1(O)C(=O)Nc2ccccc21 (stereo not drawn)
 : 3, -9[fluorescence artefact?], 2, -5, -18[fluorescence artefact?], -14, -17, 19, -5
- COc1ccccc1OCc1nnc(SCC(=O)NCc2ccco2)n1-c1ccccc1
 : 1, 7, 0, 2, 3, 2, 11, 0, ·
- Cc1ccc(C2=NN3C(C2)c2ccccc2OC32C(=O)Nc3ccccc32)cc1 (stereo not drawn)
 : 7, -2[fluorescence artefact?], 9, 8, 6[fluorescence artefact?], 4, 22, -19, -1
- Cc1ccccc1-n1c(SCC(=O)Nc2ccc3c(c2)OCO3)nnc1-c1ccccn1
 : 0, -8, -5, 0, 6, -9, 9, -9, -10
- CC1(C)CC(=O)C2=C(C1)N(c1ccccc1)C(N)=C(C#N)C2c1cccnc1 (stereo not drawn)
 : -2, -6, 0, 2, -1, 6, 3, ·, -1
- CCCOc1c(OC)cccc1C1CC(=O)Nc2cc(OC)c(OC)c(OC)c21 (stereo not drawn)
 : 2, -5, -3, 7, 1, -2, 18, 0, -12
- O=C(CN1C(=O)NC2(CCCCC2)C1=O)NCc1cccs1
 : 4, -4, -1, -11, -3, -30, -6, ·, ·
- Cc1ccccc1Nc1c(-c2ccncc2)nc2ccc(Cl)cn12
 : -1, -2, -1, -6, 1, -6, 4, -5, -14
- C#CCn1c(S(=O)(=O)Cc2ccc(F)cc2)nc(-c2ccccc2)c1-c1ccccc1
 : 1, 21, -2, 13, 0, -26, 18, ·, -13
- CCCCC(=O)NC(N1CCCCC1)C(Cl)(Cl)Cl (stereo not drawn)
 : 3, -1, -1, 1, 0, 5, 16, -5, -11
- COc1ccccc1-c1nc2n(n1)C(c1ccccc1Cl)C(C(N)=O)=C(C)N2 (stereo not drawn)
 : 0, -1, 0, -8, -5, -29, 0, -6, -10
- O=C(Nc1nc(-c2ccc(-c3ccccc3)cc2)cs1)c1cc([N+](=O)[O-])ccc1N1CCOCC1
 : 0, -4, 1, 2, 0, 6, 8, ·, -6
- COc1ccccc1CNC(=O)CN(CCc1ccccc1)S(C)(=O)=O
 : 1, -12, -5, -3, 0, ·, 0, -7, -9
- CC(C)N(C(=O)COc1ccc(Br)cc1Cl)C(C)C
 : 0, 13, 0, 1, 1[fluorescence artefact?], -17, 7, -1, 6
- c1ccc(Cn2ccc(-c3cnc(-c4ccccc4)s3)n2)cc1
 : 5, 15, -6, -30, -1, -11, -4, 0, -25
- CS(=O)(=O)N(CC(=O)Nc1cccc(F)c1)c1cccc([N+](=O)[O-])c1
 : -2, 2, 2, -1, 0[fluorescence artefact?], 0, 14, -6, 2

(more compounds)
Second line of a record: Wee1 degr inh, 14-3-3 Bad inh, p97 inhibitor, FXIa inh, eIF4E-4G inh, hK5 inh, FXIIa inh 1536, Rad51 HR inh, Mdm2 ligase inh
- COc1cc2[nH]c3c(N4CCN(c5ccccn5)CC4)ncnc3c2cc1OC
 : -4, -7[fluorescence artefact?], -4, 3, 1[fluorescence artefact?], 0, 7, ·, ·
- CCc1ccc(OCC(=O)NC(NC(=S)Nc2ccc(C)cc2C)C(Cl)(Cl)Cl)cc1 (stereo not drawn)
 : -1, 1[fluorescence artefact?], 1, -3, -26, -22, 3, ·, 3
- O=C(CNc1ccccc1C(=O)O)c1ccccc1
 : 1, -5, 4, -5, 3, -4, 8, -2, -16
- CCOc1cccc2c1OC1(C)CC2NC(=O)N1Cc1ccccc1 (stereo not drawn)
 : 5, 1, -4, 62*, -2, 38, 37, -8, -90
- CCOC(=O)CCSCC(=O)N1N=C(c2cccs2)CC1c1ccc(C)cc1 (stereo not drawn)
 : -1, 2, 5, 10, -2[fluorescence artefact?], -7, 8, -6, -14
- CC(=O)c1ccc(N2C(=O)[C@@H]3[C@H](C2=O)[C@H]2c4ccccc4C=NN2[C@@H]3C(C)=O)cc1
 : 0, 4, 7, -1, 3, -1, 4, 15, -10
- C#CCOCCOCCOCCNc1nc(N2CCN(C(=O)[C@H]([C@@H](C)CC)n3cc([C@@H](N)Cc4ccc(O)cc4)nn3)CC2)nc(N2CCN(C(=O)[C@H](CCCCN)n3cc([C@@H](N)C(C)CC)nn3)CC2)n1 (stereo partly drawn)
 : 4, 0, 4, -5, -2, 1, 12, -1, ·
- CC(C)Oc1ccc(C(CC(=O)NCCCN(C)C)c2ccc(F)cc2)cc1 (stereo not drawn)
 : -2, 9, -6, -9, 2, 0, 5, -8, -13
- CCCCOC(=O)C1=C(C)Nc2ncnn2C1c1ccc(OC)c(OC)c1OC (stereo not drawn)
 : -4, 8[fluorescence artefact?], -2, 0, 3, 12, 8, 1, -17
- CC(C)C(c1nnnn1C1CCCCC1)N1CCCc2ccccc21 (stereo not drawn)
 : -1, -9[fluorescence artefact?], -1, 7, -6, -6, 18, 4, ·
- COC(=O)c1c(-c2ccc(OC)c(OC)c2)csc1N
 : 3, 3, 3, -1, -3, 17, -3, 3, -17
- Cc1c(C)n(CCC#N)c2ccc(Cl)cc12
 : -3, -2[fluorescence artefact?], -1, -2, 18, -13, 1, 2, 4
- CCN1C(=O)N(C)C2(c3ccccc3)N(C)C(=O)N(C)C12c1ccccc1 (stereo not drawn)
 : 0, -11[fluorescence artefact?], 2, 10, 1[fluorescence artefact?], -18, 4, 10, 0
- CCOC(=O)C1CCN(C(=O)c2sc3ncnc(N4CCC(C)CC4)c3c2C)CC1
 : 0, -6, -8, -1, 10, -8, 12, 1, 1
- COc1ccc(CC(=O)NNC(=O)c2ccoc2C)cc1OC
 : 0, -1, 0, 11, 1, -25, 17, -9, -10
- Cn1cnc2ccc([N+](=O)[O-])cc2c1=O
 : 0, 16, -2, 0, 10, 6, 6, -7, -4
- Cn1ccnc1Sc1nnnn1-c1ccccc1
 : -3, 8, 4, 7, 9, 20, 17, -4, -2
- CCOC(=O)N1CCC(NC(=S)Nc2ccc3nc(N4CCN(CC)CC4)cc(C)c3c2)CC1
 : 8, -6, 1, -3, 3, 2, 8, -2, 2
- S=c1[nH]c2ccccc2o1
 : -1, 2, -3, 4, 1, 5, 10, -23, 22

Whole records, quoted from the list.
O=C(NNc1cccc(Cl)n1)c1c(F)cccc1F reads Wee1 degr inh = -1; 14-3-3 Bad inh = -5; p97 inhibitor = 2; FXIa inh = -1; eIF4E-4G inh = 1; hK5 inh = 5; FXIIa inh 1536 = 9; Rad51 HR inh = 22; Mdm2 ligase inh = -7
O=C1c2ccccc2C(=O)N1Cc1nc(-c2ccncc2)no1 reads Wee1 degr inh = 2; 14-3-3 Bad inh = -4; p97 inhibitor = -5; FXIa inh = -2; eIF4E-4G inh = 2; hK5 inh = -24; FXIIa inh 1536 = 12; Rad51 HR inh = -7; Mdm2 ligase inh = -5
